UbGFP stabilizer – inhibits proteasome, raising ubiquitin-GFP reporter fluorescence. 67,000 tested, under 10 active. Ubiquitin-GFP reporter cells, proteasome inhibition, GFP fluorescence; response scale: untreated = 0%, 10 µM MG-132 = 100%. Potency, µM (highest dose often 45.9 µM), for the others: at the top dose activation (GFP accumulation), usual class: activators. AID 526; active means well fitted activation curve with a large enough effect, not every such curve was filed as active; inconclusive means small, poorly fitted or top-dose-only effect, or another doubt; inactive means no such curve, though single readings can be large or run the other way; further: potency means the concentration at half of the fitted maximal effect
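GFP accumulation read-out: laser plate cytometry counting ubiquitin(G76V)-GFP-expressing U2OS cells after 4 hr compound exposure at 37 °C. Titrations spanned 46 uM to 2.9 nM; 0% = basal, 100% = 10 uM MG-132; concentration-response curves fitted.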
ERK AVP inh – inhibitors of vasopressin-stimulated ERK signaling pathway | HEK293-V1b, vasopressin-stimulated pERK AlphaScreen | Potency, µM (doses to about 57.5 µM), inactives show top-dose activity, negative = inhibition, usual class: inhibitors | hit rate 0.99% among 72,000; further: potency means the concentration at half of the fitted maximal effect; on the % scale 0 is the no-effect control and ±100 the full control effect; nearly all actives have a fitted effect of over 55% in size
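HEK293 cells stably expressing V1b receptor, preincubated 30 min at 37 °C with compound, then stimulated 5 min with 25 nM vasopressin. Phospho-ERK by AlphaScreen SureFire after 5 h RT; normalized to DMSO and vasopressin; AC50 by Hill fit.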
Hsp90 Hop PPI – changes Hsp90-Hop TPR2A binding signal, up or down. AlphaScreen TPR2A-His6 binding biotin-Hsp90 C-terminal peptide. Potency, µM (top dose mostly 57 µM), without a hit: at the highest dose activity change, negative = inhibition. hit rate 0.44% among 71,000. AID 595; active means well fitted curve in either direction with a large enough effect; inconclusive means small, poorly fitted or top-dose-only effect, or another doubt; further: potency means the concentration at half of the fitted maximal effect; on the % scale 0 is the no-effect control and ±100 the full control effect; many of its hits are not listed in these tables
A350 autofl – compound fluoresces in the Alexa 350 spectral region; Compound autofluorescence, 340/450 nm, Alexa 350 dye-equivalents; hits give high values; max dye-equivalent concentration, M; hit rate 11% among 59,000; AID 590; in the data active means max dye-equivalent concentration above about 10 nM; inconclusive means mostly about 1.1 nM to 9.6 nM
Fluorescein autfl – compound autofluorescence in fluorescein spectral region. hit rate 0.91% among 59,000. Compound autofluorescence, 480/540 nm, fluorescein-equivalent; hits give high values. max fluorescein-equivalent concentration, M. AID 593; in the data active means max fluorescein-equivalent concentration above about 10 nM; inconclusive means between about 1.1 nM and that limit
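First, buffer (100 mM Tris, pH 8.0) dispensed; second, compounds and fluorescein standards pinned in; third, 15 min room-temperature incubation; finally, imaging at ex 480 nm/em 540 nm. Fluorescence normalized against the six-point fluorescein curve.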
Epigenetic mod – epigenetic GFP locus derepression in mouse cells | mouse C127i GFP locus derepression, cytometry, 30 h | Potency, µM (series often up to 46.1 µM), for inactives: at the highest dose GFP derepression (activation) | hit rate 0.09% among 68,000; further: % of control where 0% means no effect
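Locus derepression in mouse mammary C127i cells whose integrated CMV-GFP reporter is normally silent; GFP expression after 30 h compound treatment was quantified by counting fluorescent cells.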
CRE Fsk mod – alters forskolin-stimulated CRE reporter signaling in CHO cells; CHO CRE-bla reporter (cAMP response element driving beta-lactamase), forskolin EC10, beta-lactamase ratio; AID 662; Potency, µM (highest dose often 38.2 µM), without a hit: top-dose activity change, negative = inhibition, hits mostly activators; hit rate 2.5% among 71,000; active means well fitted activation curve with a large enough effect in the signal ratio, with a control signal flat, not every such curve was filed as active; inconclusive means small, poorly fitted or top-dose-only effect, or effect the other way, or a change in a side signal; the % refers to the signal ratio; further: potency means the concentration at half of the fitted maximal effect; % of control where 0% means no effect
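Modulation of forskolin-driven signalling is measured in CHO cells carrying a CRE-controlled beta-lactamase reporter. Cells are stimulated with EC10 NKH 477 in the presence of titrated compound for 3 h at 37 °C, then loaded with CCF4 for 2 h at room temperature.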
4-MU autofl – compounds fluorescent in 4-MU spectral region | max dye-equivalent concentration, M | hit rate 11% among 59,000 | compound autofluorescence, 340/450 nm, 4-MU equivalents; hits give high values; in the data active means max dye-equivalent concentration above about 10 nM; inconclusive means mostly about 1.1 nM to 9.6 nM
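Compounds in 100 mM Tris, pH 8.0, incubated 15 min at room temperature, then fluorescence read at 340 nm excitation/450 nm emission. Signal converted to 4-MU dye-equivalent concentration using an on-plate six-point 4-MU standard curve.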
TexasRed autofl – Texas Red region autofluorescence | Compound fluorescence, Texas Red channel, 547/618 nm; hits give high values | max dye-equivalent concentration, M | hit rate 0.06% among 59,000; in the data active means max dye-equivalent concentration above about 10 nM; inconclusive means between about 1.1 nM and that limit
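Dye-equivalent concentrations come from scaling compound signal (ex 547, em 618 nm) to six Texas Red standard concentrations run on every plate, after 15 min room-temperature incubation in pH 8.0 Tris (100 mM).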
Luciferase inh – inhibitors of firefly luciferase; P08659; purified firefly luciferase, luminescence, 8 min; Potency, µM (titrated, usually from 57.1 µM), for inactives: at the top dose activity change, negative = inhibition, actives largely listed as inhibitors; hit rate 2.2% among 72,000; further: potency means the concentration at half of the fitted maximal effect; on the % scale 0 is the no-effect control and ±100 the full control effect; nearly all actives have a fitted effect of over 40% in size
Target sequence (P08659 whole entry, looked up): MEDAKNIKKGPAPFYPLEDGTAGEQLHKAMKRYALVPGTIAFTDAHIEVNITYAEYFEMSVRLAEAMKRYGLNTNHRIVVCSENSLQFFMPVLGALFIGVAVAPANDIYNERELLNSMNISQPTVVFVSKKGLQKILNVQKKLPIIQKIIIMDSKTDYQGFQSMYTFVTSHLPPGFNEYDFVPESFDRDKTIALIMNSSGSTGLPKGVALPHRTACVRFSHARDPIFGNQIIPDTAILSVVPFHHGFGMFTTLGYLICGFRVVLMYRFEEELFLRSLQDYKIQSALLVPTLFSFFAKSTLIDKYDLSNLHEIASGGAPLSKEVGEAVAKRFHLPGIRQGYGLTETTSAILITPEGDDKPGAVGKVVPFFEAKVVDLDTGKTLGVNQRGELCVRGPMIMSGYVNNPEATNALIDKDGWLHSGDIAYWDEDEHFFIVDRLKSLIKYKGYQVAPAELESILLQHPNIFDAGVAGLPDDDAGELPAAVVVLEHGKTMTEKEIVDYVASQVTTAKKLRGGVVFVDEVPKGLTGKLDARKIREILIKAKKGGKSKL
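Luminescence read-out after 8 min at room temperature; enzyme reaction used luciferin plus 10 uM ATP (linear range) in imidazole buffer pH 7.2 with KCl, MgCl2, Tween 20 and BSA. Each sample was run as a titration.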
HBB splicing – hemoglobin beta splicing modulation; hit rate 0.06% among 65,000; HBB splicing reporter cell assay, activation; EGFP reporter with mutant IVS2-654 intron; response scale: normalised to 500 nM splice-correcting PNA; Potency, µM (titrated, usually from 46.1 µM), for inactives: at the top dose activation, most hits filed as activators; further: potency means the concentration at half of the fitted maximal effect; 0% is about no effect
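HeLa cells stably expressing EGFP interrupted by mutant beta-globin intron 2 (IVS2-654), 500/well in 2% FCS. Treated with compound for 2 days at 37C. Splicing correction scored as total well GFP intensity (488 nm excitation, 500-520 nm emission); 500 nM antisense PNA served as control.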
* = called active by the depositor; i = inactive; ? = inconclusive; . = no result given; [ ] = remark or other dose. Unless noted, the call rests on the fitted dose curve; in most records, active means well fitted curve in the direction sought with a large enough effect; inconclusive means small, poorly fitted or top-dose-only effect, or another doubt; inactive means no such curve, though single readings can be large; an effect the other way counts as inactive or inconclusive. A portion of the library; count on the stated rates, not on these rows.

SMILES	UbGFP stabilizer	ERK AVP inh	Hsp90 Hop PPI	A350 autofl	Fluorescein autfl	Epigenetic mod	CRE Fsk mod	4-MU autofl	TexasRed autofl	Luciferase inh	HBB splicing
O=C(O)C1CCN(S(=O)(=O)c2ccc(Oc3ccccc3)cc2)CC1	-5%	-15%	-8%	i	?	0%	23%	i	i	2%	-1.3%
CCc1nnc(NC(=O)c2c(O)c3c([nH]c2=O)CCCC3)s1	.	.	.	i	?	12%[20.6 µM]	.	i	i	0%[25.5 µM]	.
Cc1cc(NCCN2CCOCC2)n2c(nc3ccccc32)c1C#N	7%	-3%	-2%	7.2e-07M*	i	2%	?	7e-07M*	i	3%	-0.7%
CCc1cc2c(=O)c(-c3nc4ccccc4n3C)coc2c(CN2CCN(C)CC2)c1O	6%	-6%	-7%	7.2e-08M*	i	5%	4%	6.9e-08M*	i	1%	0.4%
O=C(Cc1cccs1)N1CCCC(c2nc3c(nnn3Cc3ccccc3Cl)c(=O)[nH]2)C1 (stereo unspecified)	-6%	-12%	-6%	?	i	-1%	?	?	?	-12%	-1.7%
NC(N)=N/N=C(\c1ccc(Cl)cc1)C1CC1	-3%[9.17 µM]	-2%[11.5 µM]	-3%[11 µM]	i	?	7%[9.22 µM]	-2%[7.6 µM]	i	i	1%[11.4 µM]	1.3%[9.22 µM]
COC(=O)c1ccc(NS(=O)(=O)c2ccc(SC)cc2)cc1	-5%	-7%	3%	i	?	-1%	-8%	i	?	1%	2.1%
COCCOCC(O)CN1CCN(c2ccc(C)cc2)CC1 (stereo unspecified)	-1%	-16%	-3%	i	?	0%	-10%	i	i	-8%	-1.1%
Cc1cc(C(F)(F)F)nn1Cc1ccc(C(=O)NCc2ccco2)o1	-3%	-17%	-5%	?	?	2%	-5%	?	?	0%	1.3%
O=C(c1cccc(F)c1)N1CCC[C@@]2(CCN(Cc3ccccc3)C2)C1	-4%	-1%	0%	i	i	-4%[9.22 µM]	-5%	i	i	0%[11.4 µM]	4.0%
N[C@H](Cn1ccc(=O)n(Cc2ccccc2C(=O)O)c1=O)C(=O)O	-2%	9%	-2%	.	.	0%	-2%	.	.	2%	.
COc1ccccc1C1(CC(=O)O)CCOC(C(C)C)C1 (stereo unspecified)	4%	1%	-5%	i	i	3%	-9%	i	i	1%	0.1%
CC1CCN(CCCNC(=O)c2ccc(CS(=O)(=O)Cc3ccccc3F)o2)CC1	8%	12%	?	i	i	1%	?	i	i	2%	4.4%
Cc1cc(Nc2cccc(F)c2)n2ncnc2n1	-12%	-25%	-1%	.	.	0%	?	.	.	3%	-1.3%
O=C(O)c1cc2ccccc2c(Cc2cc3ccccc3c(C(=O)O)c2O)c1O (tested in a mixture with another compound)	3%[20.5 µM]	-10%[25.7 µM]	3%[26 µM]	?	?	2%[20.6 µM]	?	?	i	6%[25.5 µM]	-1.0%[20.6 µM]
Cc1cc(=O)oc2cc(OCC(=O)NCc3cccnc3)ccc12	.	.	.	1.9e-08M*	i	-3%[20.6 µM]	.	1.5e-08M*	i	0%[25.5 µM]	.
Cc1cc(C)nc(SC(C)C(=O)Nc2ccc(S(N)(=O)=O)cc2)n1 (stereo unspecified)	-3%	1%	-5%	i	i	5%	21%	i	?	-2%	-0.2%
CCOC(=O)c1c(C)c(C(=O)NCC2CCCO2)c(C)n1C (stereo unspecified)	5%	1%	-6%	i	i	0%	9%	i	i	3%	1.2%
COC(=O)COc1cccc(NC(=O)c2ccccc2)c1	11%	-8%	-2%	i	?	0%	?	i	i	-4%	3.1%
O=C1C2C3C=CC(C3)C2C(=O)N1CCCO (stereo unspecified)	-1%	-10%	-2%	i	?	5%	?	i	i	3%	-2.3%
CCOC(=O)c1ccc(N2C(=O)CC(N3CC(C)OC(C)C3)C2=O)cc1 (stereo unspecified)	7%	-4%	-5%	?	?	-2%	3%	i	i	1%	-0.2%
Cc1cccc(NC(=O)C2CCCN(C(=O)NC3CCCCC3)C2)c1C (stereo unspecified)	-4%	4%	-2%	i	i	0%	-1%	i	i	-1%	.
CC12C(=O)N(Cc3ccccc3)C(=O)C1C1C=CC2C1 (stereo unspecified)	4%	4%	5%	i	i	5%	?	i	i	1%	2.3%
C=CCN1CCN(c2nc3ccccc3nc2C#N)CC1	-3%	-3%	-5%	.	.	0%	22%	.	.	0%	.
COCCn1c(SCc2ccc(C(=O)OC)o2)nc2cc(Cl)ccc2c1=O	4%	-2%	21%	i	?	1%	5µM*	i	i	1%	-0.8%
CC(C)(O)C#Cc1ccc(C(=O)N2CCCC2C(=O)O)s1 (stereo unspecified)	16%	-20%	2%	i	?	-2%	-2%	i	?	-2%	-1.0%
O=C(Nc1ccccc1)N1CCCCC1c1cccnc1 (stereo unspecified)	11%	-7%	-3%	i	?	0%	-3%	i	?	1%	-2.3%
CCCCN(C(=O)Cn1nnc2ccccc21)C(C(=O)NCCOC)c1ccc(OC)cc1 (stereo unspecified)	3%	6%	-1%	i	i	0%	-1%	i	i	5%	.
O=C(CSc1ccc2c(c1)OCCO2)NCCN1C(=O)CSC1=O	-2%	3%	?	i	i	-1%	-14%	i	i	3%	-0.1%[57.5 µM]
O=C(CCn1nc(-c2ccccc2)c2ccccc2c1=O)N1CCN(c2ccccc2)CC1	-2%	?	-9%	i	i	2%	?	i	i	0%	1.0%[1.84 µM]
c1ccc(-c2nc(NCC3CCCO3)c3ccccc3n2)nc1 (stereo unspecified)	.	.	.	i	i	?	.	i	i	-1%[25.5 µM]	.
COc1cccc(NC(=O)c2ccccc2NS(C)(=O)=O)c1	0%	-18%	1%	?	i	6%	7%	?	i	-11%	1.3%
CC1(C)CC(=O)C2=C(C1)NCN(Cc1ccccc1)C2	2%	-19%	0%	?	?	-1%	5%	?	i	2%	3.2%
N#CCSc1nc2c(c(=O)n1Cc1ccco1)C1(CCCC1)Cc1ccccc1-2	.	.	.	i	i	-1%[20.6 µM]	.	i	i	2%[25.5 µM]	.
O=C1C2C3C=CC(C3)C2C(=O)N1CNc1ccccc1 (stereo unspecified)	?	?	-5%[11 µM]	.	.	3%	?	.	.	-4%	-2.0%[0.0738 µM]
COc1ccc(Cc2nc(-c3ccccc3)no2)cc1	2%	7%	-3%	i	i	0%	12%	i	i	0%	-0.9%
CCOc1cc(NC(=O)C2CCCO2)c(OCC)cc1NC(C)=O (stereo unspecified)	4%	7%	-4%	i	?	5%	6%	i	?	5%	0.4%
CCOC(=O)Cc1c(C)nc2c(C#N)c(C)nn2c1C	0%	-17%	-4%	1.1e-08M*	i	2%	?	?	i	-1%	-0.2%
c1coc(CN2CN=C(Nc3nc4ccccc4s3)NC2)c1	-1%	-14%	0%	i	i	2%	4%	i	i	-2%	0.8%[57.5 µM]
COc1cccc2c(=O)c(C/C=C(/C)Cl)c(C)[nH]c12	2%	-21%	-5%	.	.	-2%	11%	.	.	0%	-1.3%
CC1CC(C)CN(C(=O)COC(=O)c2cc3ccccc3cc2O)C1 (stereo unspecified)	2%	-7%	7%	i	?	1%	-5%	i	i	-2%	-0.3%[57.5 µM]
COc1cc(NC(=O)c2c(F)c(F)c(F)c(F)c2F)c(OC)cc1Cl	4%	-17%	4%	i	i	4%	15%	i	i	1%	-0.2%
CC1Oc2ccccc2N(Cc2ccccc2Cl)C1=O (stereo unspecified)	-2%	-4%	?	i	i	-1%	?	i	i	-7%	.
CC1CC(C)CN(C(=O)Cn2c(=O)n(CCCCC(=O)NCc3ccco3)c(=O)c3ccccc32)C1 (stereo unspecified)	-12%	-17%	1%	i	i	-1%	-14%	i	i	1%	1.9%
CCOc1ccc(-c2nnn(CC(=O)NCc3ccc(F)cc3)n2)cc1OCC	-2%	-12%	0%	i	?	1%	17%	i	i	0%	-3.0%
CCn1c(CNC(=O)c2ccccc2)nc2ccccc21	6%	-7%	-1%	i	?	0%	-7%	i	i	3%	-0.2%
CN(C)S(=O)(=O)c1ccc(NC(=O)C2COc3ccccc3O2)cc1 (stereo unspecified)	-3%	-23%	-2%	.	.	3%	-2%	.	.	-2%	0.0%

Some entries already given, reduced to TexasRed autofl, 4-MU autofl and Epigenetic mod.
molecule | TexasRed autofl | 4-MU autofl | Epigenetic mod
CC1Oc2ccccc2N(Cc2ccccc2Cl)C1=O (stereo unspecified) | i | i | -1%
CN(C)S(=O)(=O)c1ccc(NC(=O)C2COc3ccccc3O2)cc1 (stereo unspecified) | . | . | 3%
CCOc1ccc(-c2nnn(CC(=O)NCc3ccc(F)cc3)n2)cc1OCC | i | i | 1%

Screening results deposited in PubChem BioAssay by National Center for Advancing Translational Sciences (NCATS).
